Screening results: PubChem, National Center for Advancing Translational Sciences (NCATS)
LDHA inh: qHTS assay for inhibitors of human lactate dehydrogenase; L-lactate dehydrogenase A chain (Homo sapiens), P00338; purified LDHA, NADH/diaphorase-resazurin fluorescence; active compounds read low; activity change, % (values are at about 110 or 230 µM); 480,000 compounds, 0.15% hits; in the data active = activity change below about -30%; inconclusive = mostly about -25% to -30%;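 also: plate controls were DMSO wells for no effect and wells without enzyme for full effect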
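Human LDH5 at 2 nM final in Tris HCl pH 7.4 with 0.06 mM NADH and 0.2 mM pyruvate, reacted 5 minutes at room temperature. Remaining NADH coupled via diaphorase/resazurin; resorufin fluorescence read at 0 and 20 minutes, normalized to enzyme-free and DMSO wells.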
POLB inh: qHTS Assay for Inhibitors of DNA Polymerase Beta. Pol beta primer extension/strand displacement, fluorescence kinetic. 340,000 compounds, 1.3% hits. Potency, µM (titrated, usually from 114 µM), for the others: at the top dose activity change, negative = inhibition, hits mostly inhibitors; also: potency is read from the fitted curve at half-maximal effect; % is scaled to controls: 0 for no effect and ±100 for the full control effect
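Preincubation: enzyme (10 nM) with compound, 15 min, RT. Reaction: substrate added to 50 nM final. Reads: 0 and 10 min. Analysis: normalized, Hill fit.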
12-LOX inh: Primary qHTS assay for inhibitors of human arachidonate 12S-lipoxygenase (ALOX12): Round 2; purified 12hLO, xylenol orange hydroperoxide absorbance; Potency, µM (doses to about 108 µM), for inactives: top-dose activity change, negative = inhibition, usual class: inhibitors; 580,000 compounds, 1.1% hits; AID 1671190, 2021; also: potency is read from the fitted curve at half-maximal effect; % is scaled to controls: 0 for no effect and ±100 for the full control effect
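Purified human 12hLO (150 nM final) in 25 mM Hepes, 0.01% Triton X-100, pH 7.0 was preincubated 15 min at room temperature with compound. Then 40 uM arachidonic acid was added, 30 min. Hydroperoxide was read by Fe-XO absorbance ratio 573/405 nm.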
APEX1 inh: qHTS Assay for Inhibitors of the Human Apurinic/apyrimidinic Endonuclease 1 (APE1) | Potency, µM (doses to about 65.8 µM), for the others: at the top dose activity change, negative = inhibition, hits mostly inhibitors | DNA repair nuclease/redox regulator APEX1 (Homo sapiens), P27695 | 350,000 compounds, 0.35% hits | recombinant APE1, TAMRA/BHQ-2 abasic DNA cleavage fluorescence;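 also: potency is read from the fitted curve at half-maximal effect; plate controls were vehicle for no effect and reference inhibitor for full effect; nearly all actives have a fitted effect of over 55% in size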
Target sequence (P27695 whole entry, looked up): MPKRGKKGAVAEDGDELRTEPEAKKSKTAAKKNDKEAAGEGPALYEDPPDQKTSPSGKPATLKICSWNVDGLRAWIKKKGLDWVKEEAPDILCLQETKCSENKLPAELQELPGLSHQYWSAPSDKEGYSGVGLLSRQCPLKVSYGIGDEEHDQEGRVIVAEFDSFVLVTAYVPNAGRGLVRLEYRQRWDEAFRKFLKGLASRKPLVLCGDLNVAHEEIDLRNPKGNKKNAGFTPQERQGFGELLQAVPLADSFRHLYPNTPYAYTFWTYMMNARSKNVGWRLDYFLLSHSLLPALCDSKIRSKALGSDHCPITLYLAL
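Enzyme (0.75 nM final) and test compound are incubated 15 min at room temperature before adding 50 nM quenched THF abasic-site duplex. Cleavage dequenches TAMRA, followed at 525/598 nm over three reads one minute apart.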
Pol eta inh: qHTS for Inhibitors of Polymerase Eta; 390,000 compounds, 1.2% hits; Potency, µM (series often up to 114 µM), for the others: at the highest dose activity change, negative = inhibition, hits mostly inhibitors; recombinant Pol eta, fluorescent DNA replication assay; also: potency is read from the fitted curve at half-maximal effect; % is scaled to controls: 0 for no effect and ±100 for the full control effect
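Fluorescent replication assay: 50 nM final substrate added after a 15 min room-temperature compound preincubation with 10 nM enzyme. Signal taken at 0 min and again at 10 min.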
Pol kappa inh: qHTS for Inhibitors of Polymerase Kappa; DNA polymerase kappa (Homo sapiens), Q9UBT6; purified Pol kappa, fluorescent DNA synthesis assay, 10 min; Potency, µM (series often up to 107 µM), inactives show at the top dose activity, negative = inhibition, most hits filed as inhibitors; 400,000 compounds, 0.53% hits; also: potency is read from the fitted curve at half-maximal effect; % is scaled to controls: 0 for no effect and ±100 for the full control effect
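First, compounds were pin-transferred onto 10 nM Pol kappa. After 15 min at room temperature, substrate was added to 50 nM final. Fluorescence was then measured kinetically at 0 and 10 min.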
Anesthetic bind: qHTS Assay for Identification of Novel General Anesthetics; apoferritin/1-aminoanthracene competitive binding, fluorescence; Potency, µM (highest dose often 77.5 µM), inactives show at the top dose activity change, negative = displacement, hits mostly inhibitors; 350,000 compounds, 0.074% hits; AID 485281, 2010; also: potency is read from the fitted curve at half-maximal effect; % is scaled to controls: 0 for no effect and ±100 for the full control effect; nearly all actives have a fitted effect of over 20% in size
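Concentration-response curves derived by four-parameter Hill fitting of normalized fluorescence, where compounds displaced 1-AMA from 10 uM horse apoferritin following a brief 10 min room-temperature incubation; propofol titration acted as positive control.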
RGS4 inh: Inhibitors of Regulator of G Protein Signaling (RGS) 4: qHTS. Regulator of G-protein signaling 4 (Homo sapiens), P49798. Transcreener GDP fluorescence polarization, RGS4-accelerated GTP hydrolysis. Potency, µM (series often up to 114 µM), for the others: at the top dose activity change, negative = inhibition, actives largely listed as inhibitors. 390,000 compounds, 0.039% hits; also: potency is read from the fitted curve at half-maximal effect; % is scaled to controls: 0 for no effect and ±100 for the full control effect; nearly all actives have a fitted effect of over 75% in size; some results filed as inactive show a strong effect at the top dose
Target sequence (P49798 whole entry, looked up): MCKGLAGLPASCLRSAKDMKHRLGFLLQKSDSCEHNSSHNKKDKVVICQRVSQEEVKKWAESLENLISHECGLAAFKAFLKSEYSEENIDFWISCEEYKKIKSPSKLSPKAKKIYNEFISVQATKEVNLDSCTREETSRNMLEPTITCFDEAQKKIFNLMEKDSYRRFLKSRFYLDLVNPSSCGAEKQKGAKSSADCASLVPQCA
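MLSMR compounds (23 nl, pin-transferred) preincubated 10 min at room temperature with a 500nM (2x) first reagent, then RGS4 at 900nM (2x) plus Transcreener GDP mix added; fluorescence polarization (620/688 nm) read before and after 90 min at 30 °C.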
ERG-DNA inh: qHTS for Small Molecule Inhibitors of the ERG Ets/DNA interaction; Potency, µM (series often up to 76.9 µM), for inactives: top-dose FP activity, negative = inhibition, usual class: inhibitors; Transcriptional regulator ERG (Homo sapiens), P11308; AID 624246, 2012; fluorescence polarization, His-ERG Ets domain / labelled DNA; 370,000 compounds, 0.028% hits; active = well fitted inhibition curve with a large enough effect in the polarisation, with a control signal flat; inconclusive = small, poorly fitted or top-dose-only effect, or effect the other way, or a change in a side signal; inactive = no such curve, though single readings can be large or run the other way; the % refers to the polarisation;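 also: polarization taken with two DNA probes labelled with fluorescein and Texas red; potency is read from the fitted curve at half-maximal effect; % of control where 0% means no effect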
Target sequence (P11308 whole entry, looked up, the tested form may be a part): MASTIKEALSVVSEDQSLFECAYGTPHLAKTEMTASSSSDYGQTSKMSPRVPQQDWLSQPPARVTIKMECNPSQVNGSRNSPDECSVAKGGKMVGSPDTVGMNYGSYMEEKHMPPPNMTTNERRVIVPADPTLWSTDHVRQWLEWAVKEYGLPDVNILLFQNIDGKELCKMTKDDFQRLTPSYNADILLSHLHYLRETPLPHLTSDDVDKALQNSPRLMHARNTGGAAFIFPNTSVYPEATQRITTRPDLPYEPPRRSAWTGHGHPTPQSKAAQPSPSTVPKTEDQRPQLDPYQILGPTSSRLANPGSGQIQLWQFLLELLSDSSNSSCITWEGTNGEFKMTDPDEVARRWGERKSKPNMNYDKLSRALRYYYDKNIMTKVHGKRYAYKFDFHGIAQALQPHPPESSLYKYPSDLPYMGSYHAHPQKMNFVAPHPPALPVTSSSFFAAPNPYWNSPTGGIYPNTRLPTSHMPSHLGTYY
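His-tagged ERG Ets domain (1 uM in the protein solution; 300mM KCl, 50mM Tris-HCl, 1mM EDTA, 1mM DTT, pH 7.5) received compound, then a probe mix of 5 nM fluorescein-DNA and 100nM Texas-615-DNA. Fluorescence polarization was read for both dyes.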
Starred values were filed as active, the others as inactive; u = inconclusive; x = no result given; [ ] = remark or other dose. Unless noted, calls follow the shape of the dose curve; as a rule, active = well fitted curve in the direction sought with a large enough effect; inconclusive = small, poorly fitted or top-dose-only effect, or another doubt; inactive = no such curve, though single readings can be large; an effect the other way counts as inactive or inconclusive. Not all compounds are listed; count on the stated rates, not on these rows.

The line under a structure holds: LDHA inh	POLB inh	12-LOX inh	APEX1 inh	Pol eta inh	Pol kappa inh	Anesthetic bind	RGS4 inh	ERG-DNA inh
- O=C(COC(=O)CNC(=O)C1CCCCC1)Nc1ccc(F)c([N+](=O)[O-])c1
→ -10.5	x	160.0%[activator]	14.6%	0.2%	-6.5%	x	-4.0%	-9.6%
- COc1cc(Cl)c(C)cc1NC(=O)CSc1cc(-c2ccccc2)nc(C)n1
→ -4.0	0.3%	-10.1%	x	-13.4%	-7.5%	-12.7%	6.3%	-7.0%
- CCOC(=O)N1CCC(NC(=O)C2CCN(Cc3nc(-c4ccc(CC)cc4)oc3C)CC2)CC1
→ -1.4	x	10.4%	x	-18.5%	-2.2%	x	-0.8%	10.6%
- O=C(CN(Cc1ccccc1)C(=O)CCC(=O)Nc1ccccn1)NCc1ccc(F)cc1
→ -5.2	-24.8%	-13.7%	76.0%[activator]	-6.9%	4.2%	2.6%	-8.3%	-3.3%
- COc1ccc(N(CN2C(=O)c3ccccc3C2=O)C(=O)C(C)C)cc1
→ -6.7	15.0%	-10.3%	0.9%	-16.9%	3.1%	-13.4%	2.9%	0.0%
- CN(C)c1ccc(NC(=S)c2ccc3ccccc3n2)cc1
→ -1.1	1.1%	u	-15.4%	-1.8%	6.6%	-2.8%	-8.6%	-0.5%
- COc1ccc(C2/C(=C(/O)c3ccccc3)C(=O)C(=O)N2c2ccccn2)cc1OC (centres undefined)
→ -10.2	7.9%	-10.1%	15.6%	-25.5%	-0.5%	-10.6%	-20.8%	-1.4%
- CCc1nc2ccccc2c(C(=O)OCC(=O)NCc2ccc3c(c2)OCO3)c1C
→ -6.5	3.4%	-18.4%	-0.4%	-20.8%	-11.7%	-12.9%	7.3%	-3.2%
- Cc1ccc2oc(=O)c(S(=O)(=O)c3ccc(C(C)(C)C)cc3)cc2c1
→ -0.4	25.1%	-13.4%	x	-4.8%	-2.9%	-11.1%	-14.8%	0.2%
- COc1ccc(Nc2c3c(nc4ccccc24)CCCC3)cc1OC
→ -6.2	5.0%	-10.2%	15.9%	-9.1%	-7.7%	-16.9%	-12.3%	11.2%
- CCN(CC(=O)Nc1c(F)cccc1F)C(=O)CCC(=O)c1ccc(F)cc1
→ 0.3	x	-22.1%	0.8%	-17.5%	-11.7%	x	9.2%	5.9%
- C#Cc1ccc(C(=O)Nc2cc(C(N)=O)ccc2N2CCOCC2)cc1
→ -1.7	u	0.0%	-3.5%	u	-16.7%	-12.0%	-41.3%	-2.6%
- C/C(=N\NC(=O)C(=O)Nc1c(C)n(C)n(-c2ccccc2)c1=O)c1ccncc1
→ -5.2	-29.3%	-59.7%	-1.8%	-18.1%	-4.6%	1.7%	-10.0%	-18.7%
- CCN(CC)c1nc2ccccc2n2cnnc12
→ -2.7	7.5%	0.0%	0.4%	-4.3%	-6.8%	-18.1%	-13.2%	-4.8%
- COc1ccc(S(=O)(=O)N2CCC(C(=O)Nc3cc(C(F)(F)F)ccc3Cl)CC2)cc1
→ -5.0	31.9%	u	x	-11.2%	-7.0%	38.2%[activator]	21.8%	2.3%
- COc1ccccc1NC(=O)CN1CCN(CC(=O)Nc2ccccc2Cl)CC1
→ -6.5	2.6%	9.1%	1.1%	-2.5%	-5.9%	3.1%	-4.5%	6.3%
- Cc1ccc(Nc2nc(CSc3nnnn3-c3ccccc3)cc(=O)[nH]2)cc1
→ -16.7	-0.5%	1.2%	-2.4%	-10.9%	-11.9%	u	6.2%[11.4 µM]	-6.6%
- CCN(C(=O)COC(=O)CCCc1nc2ccccc2s1)c1c(N)n(Cc2ccccc2)c(=O)[nH]c1=O
→ -11.0	x	10.3%	x	-13.8%	-11.9%	x	-2.7%	-8.1%
- O=C(Nc1noc2ccccc12)c1cccc(F)c1
→ -4.8	8.5%	-11.2%	x	x	17.6%	-17.2%	-15.4%	18.3%
- O=C(Cn1c(=O)c2cccn2c2ccc(F)cc21)N1CCN(c2ccccc2)CC1
→ 0.7	3.8%	-9.2%	x	11.3%	4.2%	-1.4%	3.4%	-0.3%

Next part.
The line under a structure holds: LDHA inh	POLB inh	12-LOX inh	APEX1 inh	Pol eta inh	Pol kappa inh	Anesthetic bind	RGS4 inh	ERG-DNA inh
- CCOC(=O)C1C(=O)NC(c2ccccc2)=NC1c1ccc(F)cc1 (centres undefined)
→ -10.0	15.7%	21.3%	0.0%	-7.7%	-3.0%	-9.8%	-5.6%[11.4 µM]	-0.9%
- COCCCn1c(=N)c(S(=O)(=O)c2ccccc2)cc2c(=O)n3cccc(C)c3nc21
→ -8.1	31.2%	-24.3%	x	-17.4%	10.5%	-5.9%	-13.7%	-2.4%
- O=C(CSc1nnnn1-c1ccccc1)Nc1ncc(Cc2cccc(Cl)c2Cl)s1
→ -6.5	17.2%	-0.6%	2.8%	-5.8%	5.5%	-16.8%	1.0%	-18.7%
- Cc1nn(CC(=O)NCCc2ccccc2)c(=O)c2nn(-c3ccccc3)c(C)c12
→ 2.0	0.3%	-12.7%	x	-4.8%	-11.1%[60.1 µM]	-12.4%	2.8%	1.6%
- Cc1nccn1-c1c2c(c(C#N)c3nc4ccccc4n13)CCC2
→ -2.8	-3.6%	x	17.6%	0.1%	-7.4%	36.0%[activator]	49.0%	-18.3%
- Cc1cc(C)nc(SC2CCCCC2NS(=O)(=O)c2ccc(Cl)cc2)n1 (centres undefined)
→ -3.4	-25.5%	1.4%	2.8%	-8.0%	-4.7%	-8.2%	-22.7%	-12.3%
- O=C1C(=O)N(CC2CCCO2)C(c2ccccc2[N+](=O)[O-])/C1=C(/O)c1ccccc1 (centres undefined)
→ 5.0	-18.8%	-13.3%	0.6%	-3.1%	-16.5%	-4.6%	8.6%[56.9 µM]	-3.1%
- O=C(NC1CCCCCCC1)NC1CCCCC1
→ -1.1	15.8%	-20.6%	-2.5%	2.0%	4.4%	-18.4%	-12.4%	9.3%
- Cc1cc(C)cc(OCc2ccc(C(=O)O)o2)c1
→ -10.7	1.4%	-19.6%	1.1%	-8.8%	4.1%	3.5%	-10.7%	-7.2%
- CC(=O)NC(Cc1ccccc1)Cc1ccccc1
→ -6.5	17.6%	0.0%	6.5%	-14.6%	-4.5%	-3.5%	25.0%	15.0%
- COc1cc(-c2nnc3n2N=C(c2ccccc2)CS3)cc(OC)c1OC
→ 5.9	0.8%	u	-3.1%	-9.1%	2.6%	-22.7%	-38.4%	5.9%
- O=C(NCc1cccnc1)c1ccc(Cl)c(S(=O)(=O)N2CCOCC2)c1
→ -1.6	45.4%	1.6%	35.5%[activator]	-17.0%	-14.0%	-2.9%	13.7%	-7.4%
- Cc1cc(=O)oc2cc(OCC(=O)Nc3ccccc3C(=O)O)ccc12
→ 4.5	18.3%	u	26.0%	-2.0%	2.9%	0.5%	-34.3%	-10.2%
- Cc1ccc(CNC(=O)C2CCCN(c3nc4c(C)cc(C)cc4s3)C2)cc1 (centres undefined)
→ -5.3	-2.5%	10.0%	x	-15.8%	0.5%	3.9%	7.4%	-1.9%
- COc1ccc(NS(=O)(=O)c2cccs2)cc1S(=O)(=O)N1CCCCC1
→ -0.9	x	8.4%	2.9%	-2.3%	-10.3%	x	-7.2%	-6.8%
- Cc1ccc(NC(=O)N2CCN(C(=O)c3nsc4ccccc34)CC2)cc1C
→ -3.2	-1.0%	-21.9%	x	-2.5%	-3.5%[60.1 µM]	u	17.0%	-3.4%
- CC(C)[C@H]1C(=O)Nc2ccccc2N1C(=O)N[C@@H](Cc1ccccc1)C(=O)N[C@H](C(=O)O)c1ccccc1
→ -2.9	-20.5%	0.3%	36.2%	-8.1%	14.7%	-4.1%	8.1%	12.7%
- COc1ccc(CCNC(=O)C(=O)NCC(c2ccco2)S(=O)(=O)c2ccc(F)cc2)cc1 (centres undefined)
→ -17.6	13.6%	u	x	5.6%	-4.0%[60.1 µM]	-2.7%	-6.7%	-2.8%
- Cc1ccc(CNC(=O)c2cc3c(=O)n(Cc4cccnc4)ccc3nc2C)cc1
→ -2.5	4.4%	5.3%	x	-6.8%	32.0%	-0.4%	-13.0%	5.1%
- S=C(NCCc1ccc(Cl)cc1)NC1CCCCC1
→ -3.7	-21.5%	39.8µM*	-10.7%	-26.8%	0.7%	-14.4%	-6.5%	-1.0%
- O=C(COC(=O)c1cccnc1Nc1cccc(C(F)(F)F)c1)NCCN1C(=O)CSC1=O
→ 5.0	2.2%	-16.6%	5.8%	1.5%	-18.2%	1.9%	10.4%	1.7%
- CCN(CC)CCNC(=O)c1ccccc1N
→ -1.4	-18.8%	1.4%	-3.4%	-6.0%	-3.1%	0.8%	-5.3%	5.2%
